Bioassay records as filed in PubChem.
D3 ag: qHTS of D3 Dopamine Receptor Agonist: qHTS | D(3) dopamine receptor (Homo sapiens), P35462 | D3R DiscoveRx beta-arrestin cells, luminescence, 90 min | max activation, % | 410,000 compounds, 0.58% hits | AID 652048, 2013; in the data active = max activation above about 30%; also: 0% is about no effect; mostly tested at two doses, the higher about 12 µM
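Agonist-mode cell screen: cells plated at 1500/well and incubated overnight at 37 °C, then exposed to library compounds for 90 min at 37 °C. Detection reagent was added for 30–60 min at room temperature, and luminescence was read.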
aSyn rescue: qHTS of alpha-syn Inhibitors; Yeast expressing alpha-synuclein, growth rescue, BacTiter-Glo, 24 h; Potency, µM (top dose mostly 46.1 µM), inactives show at the top dose growth rescue (activation), actives largely listed as activators; 370,000 compounds, 0.14% hits; AID 652106, 2013; also: potency is read from the fitted curve at half-maximal effect; % of control where 0% means no effect; nearly all actives have a fitted effect of over 65% in size
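Readout is rescue of growth in alpha-synuclein-expressing yeast, so inhibitors of toxicity appear as activators. Growth after 24 hr at 30 deg C in galactose medium is quantified by luminescence.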
EPAC2 ag: qHTS for Agonist of cAMP-regulated guanine nucleotide exchange factor 4 (EPAC2): primary screen; Rap guanine nucleotide exchange factor 4 (Homo sapiens), Q8WZA2; EPAC2 activation, biochemical qHTS; response scale: 100% = 6.5 mM cAMP response; Potency, µM (highest dose often 154 µM), without a hit: at the top dose activation, usual class: activators; 360,000 compounds, 0.079% hits; AID 720711, 2013; also: potency is read from the fitted curve at half-maximal effect; nearly all actives have a fitted effect of over 50% in size
Target sequence (Q8WZA2 whole entry, looked up): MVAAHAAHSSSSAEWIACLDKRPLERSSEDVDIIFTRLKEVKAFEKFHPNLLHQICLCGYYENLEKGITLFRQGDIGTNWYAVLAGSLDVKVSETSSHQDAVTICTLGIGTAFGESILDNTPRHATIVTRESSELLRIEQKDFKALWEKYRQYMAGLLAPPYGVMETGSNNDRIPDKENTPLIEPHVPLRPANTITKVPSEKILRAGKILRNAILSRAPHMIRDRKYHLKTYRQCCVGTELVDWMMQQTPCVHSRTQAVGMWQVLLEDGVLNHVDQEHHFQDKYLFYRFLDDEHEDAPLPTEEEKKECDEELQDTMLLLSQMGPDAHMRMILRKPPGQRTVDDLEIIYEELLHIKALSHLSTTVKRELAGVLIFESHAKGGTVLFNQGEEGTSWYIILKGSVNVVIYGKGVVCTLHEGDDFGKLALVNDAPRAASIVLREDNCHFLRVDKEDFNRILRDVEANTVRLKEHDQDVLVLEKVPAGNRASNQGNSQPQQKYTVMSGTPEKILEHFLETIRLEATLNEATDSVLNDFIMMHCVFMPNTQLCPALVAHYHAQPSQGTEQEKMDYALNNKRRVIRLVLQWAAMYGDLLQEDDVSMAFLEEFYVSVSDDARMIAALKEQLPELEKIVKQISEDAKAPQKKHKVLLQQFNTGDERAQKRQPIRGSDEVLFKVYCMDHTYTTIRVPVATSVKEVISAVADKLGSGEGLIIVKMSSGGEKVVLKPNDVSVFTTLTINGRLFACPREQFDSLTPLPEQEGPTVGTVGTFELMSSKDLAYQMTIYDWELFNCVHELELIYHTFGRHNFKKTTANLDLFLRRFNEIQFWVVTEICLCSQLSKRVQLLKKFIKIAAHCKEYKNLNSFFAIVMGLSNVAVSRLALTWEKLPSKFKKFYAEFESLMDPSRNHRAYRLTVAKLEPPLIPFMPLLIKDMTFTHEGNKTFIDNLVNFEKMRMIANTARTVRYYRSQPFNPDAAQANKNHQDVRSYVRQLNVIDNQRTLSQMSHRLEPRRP
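Guanine nucleotide exchange by EPAC2 is measured as reduced fluorescence of BODIPY-GDP once it is released from 250 nM Rap1B. Plates are read kinetically for 30 min at room temperature; results are scaled to 6.5 mM cAMP.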
TDP43 rescue: qHTS of TDP-43 Inhibitors | TDP-43 expressing yeast growth rescue, BacTiter-Glo, 24 h | AID 652104, 2013 | 410,000 compounds, 1.8% hits | Potency, µM (titrated, usually from 46.1 µM), without a hit: top-dose growth rescue (activation), actives largely listed as activators; also: potency is read from the fitted curve at half-maximal effect; % of control where 0% means no effect; nearly all actives have a fitted effect of over 50% in size
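Luminescence from BacTiter-Glo reports growth of TDP-43-expressing yeast after 24 hr at 30 deg C with compound. Cells were raffinose-pregrown to mid-log, then seeded in galactose medium at OD600=0.02.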
Abeta rescue: qHTS for compounds that reverse cellular toxicity of Amyloid beta (A-beta) peptide in yeast: Primary Screen; yeast expressing A-beta42, growth rescue, OD600, 48 h; response scale: 0% DMSO, 100% iron-clioquinol control; Potency, µM (series often up to 46.1 µM), for the others: at the top dose growth rescue, hits mostly activators; 410,000 compounds, 0.063% hits; also: potency is read from the fitted curve at half-maximal effect; nearly all actives have a fitted effect of over 55% in size
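Growth rescue measured by 600 nm absorbance after 48 h yeast culture at 30 C with compound. Values normalized between DMSO and an equimolar ferric chloride plus clioquinol control.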
FUS suppressor: qHTS for Suppressors of FUS Proteinopathy: Primary screen using FUS-linked yeast assay; S. cerevisiae FUS-expressing, growth rescue, OD600, 24 h; Potency, µM (doses to about 76.6 µM), for inactives: at the top dose growth rescue (activation), most hits filed as activators; 390,000 compounds, 0.24% hits; AID 1347120, 2019;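 also: potency is read from the fitted curve at half-maximal effect; plate controls were DMSO vehicle for no effect and reference control for full effect; nearly all actives have a fitted effect of over 55% in size; some results filed as inactive show a strong effect at the top dose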
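Quantitative HTS measuring growth restoration of FUS-toxic yeast. Galactose-induced cells (OD 0.005) were exposed 24hr at 30C to compounds at several concentrations, then absorbance at 600 nm was recorded.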
EPAC2 antag: qHTS for Antagonist of cAMP-regulated guanine nucleotide exchange factor 2 (EPAC2): primary screen; 360,000 compounds, 0.18% hits; AID 720708, 2013; Potency, µM (highest dose often 114 µM), without a hit: top-dose activity, negative = inhibition, usual class: inhibitors; Rap guanine nucleotide exchange factor 4 (Homo sapiens), Q8WZA2; EPAC2 GEF exchange of Rap1B-BODIPY-GDP, fluorescence; also: potency is read from the fitted curve at half-maximal effect; % is scaled to controls: 0 for no effect and ±100 for the full control effect; nearly all actives have a fitted effect of over 45% in size; many of its hits are not listed in these tables
D3 antag: qHTS of D3 Dopamine Receptor Antagonist: qHTS | D3R cells, DiscoveRx beta-arrestin luminescence, antagonist mode; active compounds read low | D(3) dopamine receptor (Homo sapiens), P35462 | AID 652054, 2013 | 360,000 compounds, 2.5% hits | max response, negative = inhibition, %; in the data active = max response below about -50%; inconclusive = no clear call, values can overlap the other calls; also: % is scaled to controls: 0 for no effect and ±100 for the full control effect; mostly tested at two doses, the higher about 12 µM
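Cells expressing the human receptor were seeded at 1500 cells/well, incubated overnight at 37 degrees C in 5% CO2, then exposed to library compounds with dopamine controls for 90 minutes at 37 degrees C before luminescent detection.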
Active calls of the source: *; [ ] = dose if it differs, or a comment. Unless noted, calls follow the shape of the dose curve; as a rule, active = well fitted curve in the direction sought with a large enough effect; inconclusive = small, poorly fitted or top-dose-only effect, or another doubt; inactive = no such curve, though single readings can be large; an effect the other way counts as inactive or inconclusive. An excerpt. The share of hits here may be higher or lower than overall.

`O=C(O)C(Cc1c[nH]c2ccccc12)NS(=O)(=O)c1ccccc1` (stereo not given) gave D3 ag -3, aSyn rescue -3%, EPAC2 ag -2%, TDP43 rescue -2%, Abeta rescue -8%, FUS suppressor -18%, EPAC2 antag 6% and D3 antag -22.
Screening COC(=O)C1CCN(C(=O)c2oc3c(Cl)cc(C)cc3c2C)CC1 returned D3 ag 4, aSyn rescue 11%, EPAC2 ag 27%, TDP43 rescue inconclusive, FUS suppressor 26%, EPAC2 antag -28% and D3 antag -1.
NC(=O)C1CCCN1S(=O)(=O)c1ccc2ccccc2c1 (stereo not given) was read as D3 ag 7, aSyn rescue 0%, EPAC2 ag 2%, TDP43 rescue -3%, Abeta rescue 4%, FUS suppressor -14%, EPAC2 antag -2% and D3 antag 2.
Screening Cc1cccc2cc(COC(=O)C3CCCO3)c(=O)[nH]c12 (stereo not given) returned D3 ag -2, aSyn rescue 0%, EPAC2 ag 5%, TDP43 rescue -10%, Abeta rescue -9%, FUS suppressor 2%, EPAC2 antag 7% and D3 antag 44.
`N#C/C=C/N1CCN(C(=O)c2ccco2)CC1` gave D3 ag 8, aSyn rescue 0%, EPAC2 ag 5%, TDP43 rescue 22%, Abeta rescue -14%, FUS suppressor -9%, EPAC2 antag -17% and D3 antag 6.
CC1Cc2ccccc2N1S(=O)(=O)c1cccc(C(=O)c2nccn2C)c1 (stereo not given) was read as D3 ag 0, aSyn rescue 1%, EPAC2 ag 15%, TDP43 rescue 16%, Abeta rescue -26%, FUS suppressor 18%, EPAC2 antag 4% and D3 antag -25.
O=C1OC(C(=O)Nc2ccc(Cl)c(C(F)(F)F)c2)Cc2ccccc21 (stereo not given) was read as D3 ag -7, TDP43 rescue 22%, Abeta rescue -21% and FUS suppressor -9%.
CC(C)c1ccc(CNc2nc3nc4c(c(=O)n3[nH]2)CCC4)cc1 was read as D3 ag -12, aSyn rescue -4%, EPAC2 ag -5%, TDP43 rescue 0%, Abeta rescue -12%, FUS suppressor 14%, EPAC2 antag 2% and D3 antag -11.
`O=C(CC(c1ccccc1O)N1CCCCC1)N1CCCCC1` (stereo not given) gave D3 ag 2, EPAC2 ag 6%, TDP43 rescue 6%, Abeta rescue 0%, FUS suppressor -1%, EPAC2 antag -1% and D3 antag 44.
CCCCn1c(N)c(NCCC)c(=O)[nH]c1=O was read as D3 ag 5, aSyn rescue -1%, EPAC2 ag 3%, TDP43 rescue 5%, Abeta rescue 11%, EPAC2 antag 8% and D3 antag 6.
O=C(NNc1ccccc1)OCc1ccccc1 was read as D3 ag 3, aSyn rescue 3%, EPAC2 ag 3%, TDP43 rescue 0%, Abeta rescue 5%, FUS suppressor -7%, EPAC2 antag 6% and D3 antag 13.
`COc1ccccc1CNC(=O)C(CCSC)NS(=O)(=O)c1ccc2c(c1)oc(=O)n2C` (stereo not given) gave D3 ag -6, aSyn rescue 0%, EPAC2 ag 10%, TDP43 rescue 7%, Abeta rescue 7%[9.22 µM], FUS suppressor -29%, EPAC2 antag 9% and D3 antag 0.
Screening CC1(C)Cc2c(c(-c3ccco3)nc3sc4c(NCCCO)ncnc4c23)CO1 returned D3 ag 10, aSyn rescue 3%, EPAC2 ag 1%, TDP43 rescue 21%, Abeta rescue 10%, FUS suppressor 38%, EPAC2 antag -4% and D3 antag 29.
Screening CCn1c(/C=C/Nc2ccccc2)[n+](CC)c2cc(Cl)c(Cl)cc21 returned D3 ag -17, aSyn rescue -6%, EPAC2 ag 3%, TDP43 rescue -24%, Abeta rescue 8%, EPAC2 antag 0% and D3 antag -12.
COc1ccc(NC(=O)Cn2c(C)cc(=O)c3ccccc32)cc1 was read as D3 ag 3, aSyn rescue 10%, EPAC2 ag 8%, TDP43 rescue 8%, Abeta rescue 0%, FUS suppressor 16%, EPAC2 antag 2%[57.1 µM] and D3 antag 20.

Continued; it opens with the 3 that closed the last part.
Screening CC1(C)Cc2c(c(-c3ccco3)nc3sc4c(NCCCO)ncnc4c23)CO1 returned D3 ag 10, aSyn rescue 3%, EPAC2 ag 1%, TDP43 rescue 21%, Abeta rescue 10%, FUS suppressor 38%, EPAC2 antag -4% and D3 antag 29.
Screening CCn1c(/C=C/Nc2ccccc2)[n+](CC)c2cc(Cl)c(Cl)cc21 returned D3 ag -17, aSyn rescue -6%, EPAC2 ag 3%, TDP43 rescue -24%, Abeta rescue 8%, EPAC2 antag 0% and D3 antag -12.
COc1ccc(NC(=O)Cn2c(C)cc(=O)c3ccccc32)cc1 was read as D3 ag 3, aSyn rescue 10%, EPAC2 ag 8%, TDP43 rescue 8%, Abeta rescue 0%, FUS suppressor 16%, EPAC2 antag 2%[57.1 µM] and D3 antag 20.
Screening COC(=O)c1c(NC(C)=O)sc(C(=O)N2CCOCC2)c1C returned D3 ag -10, aSyn rescue 2%, EPAC2 ag 2%, TDP43 rescue -1%, Abeta rescue -11%, FUS suppressor -21%, EPAC2 antag 11% and D3 antag 4.
Screening CCN(C(=O)CSc1nnnn1-c1ccccc1)C1CCS(=O)(=O)C1 (stereo not given) returned D3 ag 1, aSyn rescue 0%, EPAC2 ag 16%, TDP43 rescue 17%, Abeta rescue -10%, FUS suppressor 7%, EPAC2 antag 5% and D3 antag -4.
O=C(NNC(=S)NC1CC2CCC1C2)c1ccc(Cl)cc1 (stereo not given) was read as D3 ag -16, aSyn rescue -1%, EPAC2 ag 19%, TDP43 rescue 5%, Abeta rescue inconclusive, FUS suppressor 13%, EPAC2 antag -11% and D3 antag inconclusive.
For CCOc1cc(/C=C/c2cc(C(=O)O)c3ccccc3n2)ccc1O the results were D3 ag -4, aSyn rescue -8%, EPAC2 ag -4%, TDP43 rescue 6%, Abeta rescue -36%[inhibitor], EPAC2 antag 1% and D3 antag -26.
Screening O=C(O)c1ccccc1C(c1ccc(O)cc1)c1ccc(O)cc1 returned D3 ag 7, aSyn rescue -4%, EPAC2 ag 3%, TDP43 rescue -12%, Abeta rescue -15%, FUS suppressor -30%, EPAC2 antag 13% and D3 antag -15.
O=C(CN1CCCc2ccccc21)Nc1cccc(S(=O)(=O)N2CCOCC2)c1 was read as D3 ag 4, aSyn rescue 6%, EPAC2 ag 5%, TDP43 rescue 4%, Abeta rescue -8%, FUS suppressor 21%, EPAC2 antag 9% and D3 antag 0.
Screening Cc1nnsc1-c1nc2ccccc2n1C(CCc1ccccc1)c1nc2ccccc2[nH]1 (stereo not given) returned D3 ag -10, aSyn rescue 2%, EPAC2 ag 1%, TDP43 rescue 24%, Abeta rescue 3%, FUS suppressor inconclusive, EPAC2 antag -23% and D3 antag -12.
CSc1cccc(NC(=S)N(CCCN2CCCC2)Cc2cccs2)c1 was read as D3 ag -20, aSyn rescue 1%, EPAC2 ag -5%, TDP43 rescue 10%, Abeta rescue 8%, FUS suppressor 0%, EPAC2 antag 0% and D3 antag -64*.
`Cc1cccn2c1nc(=S)n2C(=O)c1ccco1` gave D3 ag 4, aSyn rescue -4%, EPAC2 ag 3%, TDP43 rescue 9%, Abeta rescue -9%, FUS suppressor -3%, EPAC2 antag 3% and D3 antag 1.
For O=C(c1ccc(CSc2ccc(Cl)cc2)cc1)N1CCCC1 the results were D3 ag 2, aSyn rescue 3%, EPAC2 ag 11%, TDP43 rescue 0%, Abeta rescue -6%, FUS suppressor 22%, EPAC2 antag -21%[57.1 µM] and D3 antag 10.
For O=C(NCc1ccco1)c1cnc2sccn2c1=O the results were D3 ag 5, aSyn rescue -1%, EPAC2 ag 4%, TDP43 rescue 21%, Abeta rescue 2%, FUS suppressor -11%, EPAC2 antag -5% and D3 antag 2.
`O=C(O)c1nc(-c2ccccc2)c(C(=O)NC2CC2)[nH]1` gave D3 ag -5, aSyn rescue inconclusive, EPAC2 ag 3%, TDP43 rescue 7%, Abeta rescue -15%, FUS suppressor -30%, EPAC2 antag -29% and D3 antag 3.
For CCCc1nc(NCc2ccc3c(c2)OCO3)c2nnn(Cc3ccccc3Cl)c2n1 the results were D3 ag -3, aSyn rescue -2%, EPAC2 ag 4%, TDP43 rescue -3%, Abeta rescue -10%, FUS suppressor 14%, EPAC2 antag -3% and D3 antag -4.
Screening CCCCc1ccc(NC(=O)Nc2cnccn2)cc1 returned D3 ag 2, aSyn rescue 8%, EPAC2 ag 0%, TDP43 rescue inconclusive, Abeta rescue -1%, FUS suppressor 7%, EPAC2 antag -7% and D3 antag 3.
CCOC(=O)CC(NS(=O)(=O)c1cc(-c2cc(C)no2)ccc1C)c1ccc(C)cc1 (stereo not given) was read as D3 ag -17, TDP43 rescue inconclusive, Abeta rescue -24% and FUS suppressor inconclusive.
`O=C(COC(=O)Cc1ccc(F)cc1)Nc1cc(S(=O)(=O)N2CCOCC2)ccc1N1CCCC1` gave D3 ag 2, aSyn rescue 3%, EPAC2 ag 9%, TDP43 rescue 23%, Abeta rescue 30%, FUS suppressor 2%, EPAC2 antag 3% and D3 antag -6.
Cc1ccc(C)c(CN2C(=O)CSc3ccc(C(=O)N4CCCC4)cc32)c1 was read as D3 ag 0, aSyn rescue 3%, EPAC2 ag -4%, TDP43 rescue 2%, Abeta rescue -17%, FUS suppressor 8%, EPAC2 antag -18% and D3 antag 2.
